Source: PubChem (several laboratories)
GC-B act – GC-B (human) receptor activation; P20594; HEK293-GC-B cells, CNP EC30, cGMP TR-FRET; 0% at EC30 CNP, 100% saturating CNP; activation, % at 10 µM; hit rate 0.11% among 370,000; AID 1920062;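 active = activation at 10 µM reaching about 35% in either raw or pattern-adjusted values, limit read from the data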
PRMT1 FP inh – PRMT1 (human) inhibition, primary screen; inhibition, % at 2.79 µM; hit rate 1.3% among 370,000; Q99873; recombinant PRMT1, activity-based probe fluorescence polarization;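 active = inhibition above about 21% made by adding two undisclosed values, limit read from the data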
LEDGF integ inh – blocks HIV-1 LEDGF/p75-dependent DNA integration | TR-FRET IN-LEDGF/p75 DNA integration, Eu/Cy5 | inhibition, % at 3.7 µM | hit rate 0.64% among 370,000 | AID 743269;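 active = inhibition above the screen-wide mean plus 3 SD, cut at about 13% in these data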;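 note: signal is the Cy5 over europium emission ratio at 671 and 618 nm; 0% = plate median of compound wells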
TCR CD3 inh – blocks the human TCR-CD3 interaction | TAMRA-labeled TCR probe fluorescence, biochemical | inhibition, % at 9.4 µM | hit rate 0.37% among 360,000; in the data active = inhibition above about 19%;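 note: recombinant mutant TCR 2C K166C tagged with TAMRA read by polarization; 0% = receptor in buffer alone and 100% = receptor with positive control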
SIAE primary – human SIAE inhibition, primary screen | AID 1053197 | Q9HAT2 | inhibition, % at 9.66 µM | hit rate 0.69% among 370,000 | SIAE FP-Rh probe binding, fluorescence polarization;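 active = inhibition above a cutoff: mean of compounds within the control limits plus 3 SD of those, cut at about 17% in these data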;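 note: 0% = plate median of compound wells and 100% = probe without SIAE protein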
TDP2 inh – blocks human TDP2 phosphodiesterase activity; O95551; recombinant TDP2, T5PNP hydrolysis, p-nitrophenol absorbance 415 nm; inhibition, % at 12.8 µM; hit rate 0.34% among 370,000;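 active = inhibition above the mean of all tested compounds plus 3 SD, set per campaign, cut at about 25% in these data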;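 note: 0% = DMSO with enzyme and 100% = buffer with substrate but no TDP2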
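Test system: Human TDP2 enzyme | Reagent: 5 mM T5PNP | Compound dosing: 12.8 µM single point, 1% DMSO | Incubation: Enzyme reaction with compound for 2 h at 37 °C | Technique: p-Nitrophenol epi absorbance | Read-out: % inhibition relative to enzyme-containing and enzyme-free wells | Benchmarks: High control without enzyme, low control DMSO plus TDP2 | Replicates: Singlicate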
MBD2 DNA inh – blocks human MBD2 binding to methylated DNA; hit rate 0.31% among 370,000; AID 686964; TR-FRET, MBD2 binding to methylated oligonucleotide; inhibition, % at 4.4 µM; Q9UBB5; in the data active = inhibition above about 13%
rCAG binder – molecules binding r(CAG) RNA repeats; r(CAG) RNA repeat, TO-PRO-1 dye displacement fluorescence; inhibition, % at 3 µM; hit rate 1.3% among 370,000; AID 651821;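 active = inhibition above the plate cutoff, the mean of all test compounds on that plate plus 3 SD, cut at about 35% in these data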;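 note: 0% = DMSO alone and 100% = 100 µM mitoxantrone as full dye displacement; higher means more dye released from RNA so lower well fluorescence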
HTRA1 inh – blocks human HTRA1 serine peptidase; recombinant HTRA1, FP-rhodamine activity-based probe, fluorescence polarization; Q92743; hit rate 0.5% among 340,000; AID 504803; inhibition, % at 5.96 µM; in the data active = inhibition above about 36%;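 note: 0% = enzyme with DMSO and 100% = wells lacking enzyme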
Target sequence (Q92743 whole entry, looked up): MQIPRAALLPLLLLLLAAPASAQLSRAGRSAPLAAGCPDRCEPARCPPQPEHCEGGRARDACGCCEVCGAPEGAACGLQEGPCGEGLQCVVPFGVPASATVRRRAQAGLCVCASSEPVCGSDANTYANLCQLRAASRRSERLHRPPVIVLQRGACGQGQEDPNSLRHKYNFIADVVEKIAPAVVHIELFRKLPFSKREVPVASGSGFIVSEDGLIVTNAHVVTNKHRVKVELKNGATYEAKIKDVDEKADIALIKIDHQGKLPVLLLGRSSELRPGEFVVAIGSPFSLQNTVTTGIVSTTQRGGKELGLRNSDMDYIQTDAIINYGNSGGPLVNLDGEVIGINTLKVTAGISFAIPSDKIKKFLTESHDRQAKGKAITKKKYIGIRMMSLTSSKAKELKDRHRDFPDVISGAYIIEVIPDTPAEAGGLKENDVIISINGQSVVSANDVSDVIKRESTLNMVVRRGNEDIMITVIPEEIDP
mABHD4 FP – inhibitors of mouse ABHD4. inhibition, % at 8.92 µM. purified mABHD4, FP-Rh probe fluorescence polarization. Q8VD66. AID 720543. hit rate 0.54% among 370,000;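 active = inhibition exceeding the mean over every tested compound plus 3 SD, cut at about 30% in these data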;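 note: 0% = plate median of compound wells and 100% = S159A mutant with DMSO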
Target sequence (Q8VD66 whole entry, looked up): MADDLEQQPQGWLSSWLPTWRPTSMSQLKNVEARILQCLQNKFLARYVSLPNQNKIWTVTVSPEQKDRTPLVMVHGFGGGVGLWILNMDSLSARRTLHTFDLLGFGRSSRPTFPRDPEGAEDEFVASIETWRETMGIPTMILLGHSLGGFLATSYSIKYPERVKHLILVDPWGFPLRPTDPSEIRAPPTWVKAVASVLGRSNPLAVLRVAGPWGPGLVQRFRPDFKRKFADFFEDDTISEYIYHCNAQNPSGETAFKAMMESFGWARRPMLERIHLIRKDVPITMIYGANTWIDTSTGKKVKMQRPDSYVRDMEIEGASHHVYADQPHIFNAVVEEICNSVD
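Assay system: mABHD4 protein; medium: HEPES pH 7.0, NaCl, Pluronic buffer; dosing: 8.92 µM, single dose; schedule: 45 min + 60 min at 25 °C; signal: FP readout, ex 525 nm / em 598 nm; read-out: normalized percent inhibition of probe labeling; repeats: single replicate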
* marks the source's active call; other numbers are inactive results; · = not tested or not shown. These rows are one share of the data; the hit share may differ from the screen's.

SMILES	GC-B act	PRMT1 FP inh	LEDGF integ inh	TCR CD3 inh	SIAE primary	TDP2 inh	MBD2 DNA inh	rCAG binder	HTRA1 inh	mABHD4 FP
CCCCCCCCN1C(=O)[C@H](CC(=O)NCCc2ccccc2OC)C[C@@]2(C(=O)OCC)CCC=C12	5.5	5.5	3.7	-4.0	-3.6	-11.6	-0.8	3.9	·	-13.3
CC(C)(C)c1ccc(NC(=O)c2cc(C3CCCN(S(=O)(=O)c4cccc5cccnc45)C3)on2)cc1 (stereo unspecified)	0.8	6.2	-1.0	-1.8	-16.1	-0.8	5.4	4.2	·	-2.7
Cc1cccc(C(=O)NC(=O)Nc2c(C)cc(C)nc2C)c1	3.4	0.1	-0.3	0.7	-0.3	-1.4	13.7*	-3.8	-2.2	-8.7
COC(=O)c1cc2c(n(Cc3ccccc3)c1=O)CCCC2=O	-2.7	-1.3	5.5	9.3	4.8	-1.0	-0.9	3.3	2.8	-4.4
NC(Cc1ccc(C(F)(F)F)cc1)c1csc(Nc2ccc(C(=O)c3ccccc3)cc2)n1 (stereo unspecified)	1.4	-1.5	6.3	-1.6	11.3	-13.5	-4.2	11.4	·	14.7
Cc1ccnc(NC(=O)CNC(=O)c2ccccc2)c1	-2.3	-2.7	3.6	-1.0	-1.2	-5.8	0.8	0.4	3.1	-0.2
CCOc1ccc(-c2nc(C#N)c(NCc3ccco3)o2)cc1	4.5	-2.1	0.6	4.1	6.2	-3.4	-4.1	1.6	-11.8	-0.7
CC1CCN(C(=O)c2ccc(CNS(=O)(=O)c3ccc(C(C)(C)C)cc3)cc2)CC1	-6.3	0.0	2.4	-12.4	-0.8	-13.1	2.5	-1.1	-56.0	-7.6
CCOC(=O)c1ccc(NC(=O)CC2C(=O)OCCN2CC)cc1 (stereo unspecified)	-4.5	19.0	-0.5	-4.0	-8.8	-5.4	4.1	6.2	-16.4	-4.8
Cc1cccc(C)c1NC(=S)N1CCC(c2ccccc2)C1 (stereo unspecified)	-4.7	-1.4	1.4	2.6	-1.7	0.6	1.7	-3.3	1.8	-11.6
COc1cc(NC(=O)c2cc(-c3ccccc3)on2)cc(OC)c1OC	-1.3	1.1	4.0	-2.2	-0.9	1.9	-0.4	0.2	-0.5	-0.5
CSc1nc2ccccc2c(=O)n1Cc1ccc(F)cc1	1.4	1.5	1.0	-4.5	-3.4	0.8	-7.3	-4.0	-6.1	-2.8
CN(CC(=O)Nc1ccc(N2CCOCC2)cc1)C(=O)CCCOc1ccc(Cl)cc1Cl	-10.4	0.0	-0.9	-1.6	3.0	15.0	2.7	-3.1	-1.7	3.1
Cc1ccc(CN(Cc2ccccn2)C(=O)Nc2ccc(C)c(C)c2)cc1	-0.9	4.7	-7.2	-1.4	-6.1	-10.1	0.7	-7.0	-35.2	0.1
C[C@H](CO)N1C[C@H](C)[C@@H](CN(C)S(=O)(=O)c2ccc(C#N)cc2)OCc2cn(nn2)CCCC1=O	2.7	1.1	-3.0	2.1	-5.2	5.2	2.1	0.7	5.9	7.5
Cc1nnsc1SCCNC(=O)c1ccc(F)cc1	3.3	-0.1	0.7	-5.2	6.7	-3.9	-2.8	1.0	0.1	-1.0
CC(=O)c1ccccc1N(C(=O)c1ccco1)C(C(=O)NC1CCCC1)c1ccc(N2CCOCC2)cc1 (stereo unspecified)	-3.1	0.3	1.1	5.0	-0.8	-1.2	-3.8	-7.7	1.2	2.1
Nc1ccn([C@@H]2O[C@H](C(=O)N[C@H](Cc3ccccc3)C(=O)N3CCC(F)(F)CC3)[C@@H](O)[C@H]2O)c(=O)n1	9.2	-1.8	1.1	3.4	45.1*	-5.0	-2.2	0.8	·	5.0
CCOC(=O)Cn1nnnc1CN(Cc1ccc(OC)cc1)Cc1cc2cc(C)ccc2[nH]c1=O	4.6	4.5	-1.5	-0.7	-11.0	-8.5	5.2	-0.6	1.7	-12.6
Cc1cccc(C2=N/C(=C\c3cccnc3)C(=O)O2)c1	-2.3	0.7	1.2	-4.0	6.5	-1.9	1.3	-0.7	3.3	2.0
Cc1ccc(S(=O)(=O)C(C)C(=O)c2ccc3c(c2)OCCO3)cc1 (stereo unspecified)	1.2	-2.7	5.2	-4.2	0.8	-20.8	0.7	3.3	-0.9	-2.9
Cc1ccc(C(=O)COC(=O)CCN2C(=O)C3C4C=CC(C5CC45)C3C2=O)cc1 (stereo unspecified)	4.2	0.5	0.0	6.0	-0.9	2.2	-0.9	-6.8	-1.9	-5.8
O=C(COC(=O)C1CC1)Nc1cccc(Cl)c1	4.2	-4.9	1.3	-2.9	5.6	-0.6	-3.0	0.5	-1.9	1.0
COC(=O)c1cc(COC(=O)COc2ccc(C)c(C)c2)oc1C	-3.5	4.0	-2.9	-3.4	-1.0	6.7	-0.1	-6.6	-9.6	2.8
Oc1ccc2ccccc2c1CN1CC2CCC(CC2)C1	-1.4	1.1	1.8	-8.8	6.9	3.0	-1.8	2.9	4.0	1.5
COc1ccccc1/C=C/C(=O)NC(=S)N1CCOCC1	-0.1	-1.0	2.9	-0.5	-1.0	1.6	-4.7	0.5	-0.8	-5.3
COc1ccc(S(=O)(=O)Nc2ccccc2C(=O)NCc2ccco2)cc1Br	-3.0	0.1	1.4	2.1	-5.5	4.8	-3.9	43.3*	-16.6	-13.2
O=c1[nH]c(NC2CCCCC2)c([N+](=O)[O-])c(=O)[nH]1	-0.4	1.5	-4.7	-1.0	3.9	9.9	2.5	-2.7	5.4	-6.6
CC(C)[C@H](NC(=O)N1CC(=O)Nc2ccccc21)C(=O)N[C@@H](C(=O)O)c1ccccc1	-0.6	-0.8	-1.1	-2.8	-0.7	4.1	-6.5	0.2	3.0	-2.8
O=C(Nc1ccc(C(=O)N2CCOCC2)cc1)C1CCC1	1.7	0.8	-3.9	-2.6	-6.8	6.8	4.8	1.0	1.7	2.5
CC1(C)C2CCC1(CS(=O)(=O)NCc1ccc(C(F)(F)F)cc1)C(=O)C2 (stereo unspecified)	1.6	1.3	2.8	3.0	3.5	8.0	-2.3	-3.2	8.7	-4.7
O=C(NCCc1ccccc1)c1ccc2c(c1)N(Cc1ccccc1)C(=O)CS2=O (stereo unspecified)	-1.0	13.2	-1.8	6.7	-6.0	0.9	-0.8	3.8	-9.2	-6.2
COc1ccc(Br)cc1C(=O)CCC(=O)OCC(=O)Nc1cc(C(N)=O)cc(C(N)=O)c1	-2.9	-0.6	-2.5	-6.3	-13.2	2.0	-0.5	8.9	-10.1	-0.8
CC1(C)CNc2cc([N+](=O)[O-])ccc2S1	-2.8	-3.9	2.3	8.1	6.2	-0.1	-3.4	-1.6	3.8	3.8
CC1(C)CN2C(=S)N(c3ccccc3)C(c3ccccc3)N2C1 (stereo unspecified)	-1.5	0.6	-1.7	3.1	4.7	-3.7	-3.3	-2.1	-7.7	1.4
CN(C)c1ncnc2sc(-c3ccccc3)cc12	2.3	-0.4	-0.8	4.7	-21.2	-5.1	1.8	3.7	-5.4	3.1
CCOC(=O)N1CCN(C(=O)c2cc3c(s2)-c2ccc(Cl)cc2S(=O)(=O)C3)CC1	-2.3	2.6	4.9	-1.5	-0.9	11.0	-6.7	-1.3	2.4	4.2
CCc1nc2ccc(C(=O)N3CCN(c4cccc(C(F)(F)F)c4)CC3)cc2nc1CC	-3.0	-0.6	0.2	8.2	2.8	-4.7	0.2	-3.5	-31.7	-7.5
CCOC(=O)N1CCC(Nc2ncnc3c2cnn3-c2ccc(Cl)cc2)CC1	8.3	3.4	-0.7	-3.3	-8.0	-0.7	1.3	-2.6	2.4	6.9
NC(=O)Cn1c(-c2nonc2N)nc2ccccc21	1.8	-1.2	-0.8	-5.7	-2.5	7.8	-0.9	-0.1	3.5	3.1
CC1(C(=O)Nc2ccc3ccccc3c2)CCC(=O)N1CCc1c[nH]c2ccccc12 (stereo unspecified)	-2.4	0.5	-3.3	-4.2	12.0	2.6	-8.3	6.6	·	-4.6
c1ccc2[nH]c(CNc3nc(N4CCOCC4)nc4c3ncn4-c3ccsc3)nc2c1	1.5	5.4	-4.0	·	3.6	10.3	-1.4	·	·	6.7
CC(C)Oc1cccc(OCCN2C(=O)c3ccccc3C2=O)c1	-1.4	-2.5	-2.5	-0.5	-8.8	-12.8	-1.5	-5.0	-2.9	2.4
COc1ccc(OC)c(S(=O)(=O)Nc2c(C)n(C)n(-c3ccccc3)c2=O)c1	4.4	-0.9	-3.3	1.1	-3.2	-11.2	-10.2	0.8	-0.6	2.2
Cc1onc(-c2ccccc2Cl)c1C(=O)NC1CCS(=O)(=O)C1 (stereo unspecified)	·	-1.6	0.1	6.5	0.8	4.6	-4.7	-0.6	0.3	0.1
COc1cc(CNCc2ccccc2)ccc1OCC(O)c1ccccc1 (stereo unspecified)	-1.4	0.2	3.8	-1.0	-5.9	-6.4	-1.1	-1.2	0.4	9.1
O=C(CN(C(=O)c1csnn1)c1ccc(F)c(Cl)c1)NC1CCCC1	-1.5	-2.5	0.1	-5.5	-1.8	-0.8	3.7	-1.2	2.6	2.5
Cc1nn(-c2ccccc2)c(C)c1NC(=O)COC(=O)c1cc(Br)ccc1O	-1.3	-5.9	4.4	4.3	-2.7	-10.4	-6.3	0.4	-11.2	-7.4
Cc1ccc(Oc2ccc(Oc3ccc(C)cc3)nn2)cc1	0.3	-0.2	-1.6	5.4	0.7	-9.9	-0.2	-2.5	-1.7	3.5
CCCN1C(=O)/C(=C/c2ccccc2OCc2ccc(C(=O)O)cc2)NC1=S	6.3	0.6	-0.5	-3.4	-13.4	-12.9	1.2	39.1*	-19.4	-29.7
Cc1cc(C(=O)COC(=O)/C=C/c2ccco2)c(C)n1C	2.1	9.2	-1.7	-9.7	1.6	3.9	-1.1	4.6	1.2	4.0
COC(=O)c1sccc1NC(=O)c1cc(-c2ccc(C)cc2C)nc2ccccc12	8.4	-3.1	-1.9	4.4	-2.7	3.5	-4.6	1.3	-3.5	-1.0
CCN(CC)CCCNC(=O)C(C)Sc1nc(-c2ccccc2)cc(C(F)(F)F)n1 (stereo unspecified)	-4.1	-3.4	-0.8	0.8	6.0	0.0	-4.3	-4.5	3.6	-3.4
Cn1c(Cn2c(=O)sc3ccccc32)nnc1SCC(=O)NCc1ccc(F)cc1	-0.2	6.6	-1.6	-18.6	-11.2	-9.2	-2.1	-0.7	4.7	-1.7
S=C1NNC2(NN1)C1CC3CC(C1)CC2C3	2.1	7.7	1.3	-4.4	-1.4	-18.3	-6.1	7.5	-0.8	-5.6
Cc1ccccc1CN1CCN(C(=O)c2ccc(S(=O)(=O)NCc3ccco3)cc2)CC1	-1.1	7.8	-3.9	-2.2	2.1	1.5	0.3	5.0	-3.1	-7.4
